# Screening data: PubChem, National Center for Advancing Translational Sciences (NCATS)
# TCR activator: Activators of T cell receptors: qHTS campaign. 330,000 tested, under 10 active. AID 504894, 2011. Potency, µM (top dose mostly 9.22 µM), inactives show at the top dose activation of IL-2 secretion, most hits filed as activators. primary human leukocytes, anti-CD3, IL-2 HTRF, 48 h; also: % of control where 0% means no effect
#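 Primary human leukocytes receive a-CD3 beads and test compound and are incubated 48 hr. Secreted IL-2 is then assayed by HTRF, measuring 665nm acceptor emission after 320nm excitation of the europium donor.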
# uPA generation: qHTS for Inhibitors of Cell Surface uPA Generation; cell surface uPA generation assay, qHTS; Potency, µM (series often up to 38.3 µM), for inactives: at the top dose activity change, negative = inhibition, usual class: inhibitors; hit rate 0.31% among 330,000; active = well fitted inhibition curve with a large enough effect; inconclusive = small, poorly fitted or top-dose-only effect; inactive = no such curve, though single readings can be large or run the other way; tested in mouse RAW 264.7 cells; also: potency is read from the fitted curve at half-maximal effect; % is scaled to controls: 0 for no effect and ±100 for the full control effect; nearly all actives have a fitted effect of over 55% in size
# Chronic BCR inh: qHTS Assay to Find Inhibitors of Chronic Active B-Cell Receptor Signaling | ABC-DLBCL IkBa-CBG/CBR reporter, luminescence ratio, 4 h | Potency, µM (doses to about 46.1 µM), for the others: top-dose ratio change, negative = lower green/red ratio, actives largely listed as inhibitors | hit rate 0.05% among 340,000 | AID 493014, 2011; active = well fitted inhibition curve with a large enough effect in the signal ratio, with a control signal flat, not every such curve was filed as active; inconclusive = small, poorly fitted or top-dose-only effect, or effect the other way, or a change in a side signal; the % refers to the signal ratio;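 also: potency is read from the fitted curve at half-maximal effect; plate controls were basal doxycycline-induced cells for no effect and cells given 10 µM MG132 for full effect; MG132 reads +100%, hits lower the ratio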
#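 Cell line TMD8 (human ABC DLBCL), stably expressing tet-inducible CBG68-IkBa fusion and CBR; IMDM/0.5% FBS; cpd up to 46 uM; dox induction, 4 h, 37C/5% CO2; dual luminescence; green/red ratio; MG132 control.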
# Eya2 phos inh: qHTS Assay for Inhibitors of the Phosphatase Activity of Eya2; Protein phosphatase EYA2 (Homo sapiens), O00167; hit rate 0.006% among 330,000; recombinant Eya2, OMFP fluorescence dephosphorylation (OMFP is methylfluorescein phosphate); Potency, µM (titrated, usually from 76.9 µM), for inactives: at the highest dose activity, negative = inhibition, most hits filed as inhibitors; also: potency is read from the fitted curve at half-maximal effect; % is scaled to controls: 0 for no effect and ±100 for the full control effect
# Target sequence (O00167 whole entry, looked up): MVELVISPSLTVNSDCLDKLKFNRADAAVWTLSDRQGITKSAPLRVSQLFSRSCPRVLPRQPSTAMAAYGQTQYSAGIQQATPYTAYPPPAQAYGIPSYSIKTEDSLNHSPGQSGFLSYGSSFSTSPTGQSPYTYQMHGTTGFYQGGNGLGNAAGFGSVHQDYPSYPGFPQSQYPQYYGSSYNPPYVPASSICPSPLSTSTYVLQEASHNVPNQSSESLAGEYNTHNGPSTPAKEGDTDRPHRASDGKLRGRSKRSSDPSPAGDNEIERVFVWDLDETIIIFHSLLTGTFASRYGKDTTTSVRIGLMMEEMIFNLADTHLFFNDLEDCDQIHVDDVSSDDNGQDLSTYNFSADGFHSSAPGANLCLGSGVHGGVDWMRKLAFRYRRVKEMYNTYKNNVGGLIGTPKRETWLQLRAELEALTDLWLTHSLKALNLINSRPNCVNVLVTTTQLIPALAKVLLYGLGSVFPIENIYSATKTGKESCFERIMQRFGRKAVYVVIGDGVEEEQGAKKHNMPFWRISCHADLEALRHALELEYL
#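 Eya2 (0.2 uM) preincubated 10 min at ambient with compound, then OMFP substrate added at 50 uM; 10 min reaction in 50 mM HEPES pH 7.5, 50 mM NaCl, 5 uM MgCl2, 0.05% BSA, 1 mM DTT. Fluorescence read at Ex 485/Em 525 nm.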
# TSHR antagonist: Antagonists of the Thyroid Stimulating Hormone Receptor: HTS campaign; TSHR-expressing cells, TSH-stimulated cAMP HTRF, 2 h; stronger effect = lower value; activity change, negative = inhibition, % at 11.5 µM; hit rate 0.2% among 330,000; AID 504810, 2011;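 active = activity change below a set negative limit, meaning inhibition stronger than a set level, cut at about -70% in these data; inconclusive = activity change between two set negative limits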; also: % is scaled to controls: 0 for no effect and ±100 for the full control effect
#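 Cell-based HTRF cAMP assay; TSHR cells + compound, TSH EC80 (4nM final), 2 h, 37 deg C. Lysis with anti-cAMP cryptate and cAMP-d2, 30 min RT, read 665/620 nm.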
# Mito fusion yeast: qHTS Assay for Small Molecule Inhibitors of Mitochondrial Division or Activators of Mitochondrial Fusion. AID 485298, 2010. Potency, µM (series often up to 46.1 µM), for the others: top-dose growth rescue (activation), hits mostly activators. hit rate 0.23% among 320,000. S. cerevisiae fusion-defective mutant growth rescue, CellTiterGlo 48 h;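 also: potency is read from the fitted curve at half-maximal effect; % of control where 0% means no effect; nearly all actives have a fitted effect of over 45% in size; temperature-sensitive fusion mutants such as fzo1-1 at 37 °C on non-fermentable ethanol glycerol medium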
#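 S. cerevisiae fusion-defective temperature-sensitive mutants (e.g. fzo1-1, mgm1-5) grown 48 h at 37C in YPEG (ethanol/glycerol non-fermentable) medium with 23 nl compound per well; growth rescue read as CellTiterGlo luminescence.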
# Tb PFK block: qHTS Assay to Find Inhibitors of T. brucei phosphofructokinase | Potency, µM (top dose mostly 57.5 µM), without a hit: at the highest dose activity, negative = inhibition, usual class: inhibitors | T. brucei PFK, ADP-Glo luminescence | AID 485367, 2010 | ATP-dependent 6-phosphofructokinase (Trypanosoma brucei brucei), O15648 | hit rate 0.17% among 330,000;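 also: potency is read from the fitted curve at half-maximal effect; 0% = uninhibited 1x PFK enzyme wells and -100% = no-enzyme wells; nearly all actives have a fitted effect of over 60% in size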
# Target sequence (O15648 whole entry, looked up): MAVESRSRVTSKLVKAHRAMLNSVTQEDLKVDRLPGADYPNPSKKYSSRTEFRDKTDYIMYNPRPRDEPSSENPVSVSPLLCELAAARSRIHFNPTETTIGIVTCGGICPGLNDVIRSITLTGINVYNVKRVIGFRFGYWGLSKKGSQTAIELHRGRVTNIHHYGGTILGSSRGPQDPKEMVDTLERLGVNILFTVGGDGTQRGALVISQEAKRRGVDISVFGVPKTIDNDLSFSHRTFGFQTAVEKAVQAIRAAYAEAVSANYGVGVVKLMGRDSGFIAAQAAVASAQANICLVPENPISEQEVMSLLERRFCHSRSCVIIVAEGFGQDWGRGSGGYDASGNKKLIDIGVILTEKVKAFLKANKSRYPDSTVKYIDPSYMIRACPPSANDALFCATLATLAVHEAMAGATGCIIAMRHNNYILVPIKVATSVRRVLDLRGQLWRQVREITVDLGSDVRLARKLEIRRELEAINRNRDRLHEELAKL
#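 Luminescent ADP detection (ADP-Glo, two-step: ATP depletion then ADP-to-ATP conversion for luciferase) reported PFK activity after 45 min room-temperature reaction of 1.25 nM enzyme with 0.5 mM F6P and 0.1 mM ATP at pH 8.0.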
# ELG1 DNA repair: qHTS screen for small molecules that inhibit ELG1-dependent DNA repair in human embryonic kidney (HEK293T) cells expressing luciferase-tagged ELG1; HEK293T ELG1-luciferase reporter, luminescence, 16 h; DNA damage induced by 5-fluorouridine; Potency, µM (series often up to 46.1 µM), for the others: at the top dose activity change, negative = inhibition, hits mostly inhibitors; hit rate 2.3% among 330,000; AID 504467, 2011; also: potency is read from the fitted curve at half-maximal effect; % is scaled to controls: 0 for no effect and ±100 for the full control effect; nearly all actives have a fitted effect of over 55% in size
#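 HEK293T cells expressing luciferase-tagged ELG1 (2,000/well) received 5-Fluorouridine plus compound or DMSO for 16 hr at 37 °C. Luciferase was read by ONE-Glo luminescence after 30 min at room temperature.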
# B2AR arrestin: qHTS assay of beta-arrestin-biased ligands of beta2-adrenergic receptor. Beta-2 adrenergic receptor (Homo sapiens), P07550. Potency, µM (doses to about 46.1 µM), for the others: at the highest dose activation, hits mostly activators. beta-arrestin recruitment to beta2AR, cell-based reporter. AID 492947, 2010. hit rate 0.02% among 330,000;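 also: potency is read from the fitted curve at half-maximal effect; 0% = DMSO controls and full agonism = EC100 isoproterenol or metaproterenol; nearly all actives have a fitted effect of over 65% in size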
# USP2a inh: qHTS Assay for Inhibitors of Ubiquitin-specific Protease USP2a Using CHOP2 as the Reporter. Ubiquitin carboxyl-terminal hydrolase 2 (Homo sapiens), O75604. USP2 core, Ub-CHOP2 coupled fluorogenic reporter, 485/531. Potency, µM (titrated, usually from 38.3 µM), for inactives: at the highest dose activity change, negative = inhibition, actives largely listed as inhibitors. hit rate 0.01% among 330,000. AID 463254, 2010;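 also: potency is read from the fitted curve at half-maximal effect; plate controls were DMSO wells for no effect and full inhibition by NEM control for full effect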
#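 Deubiquitinase activity read as fluorescence (485/531 nm) after Ub-CHOP2 cleavage activates the enterokinase reporter on its substrate; USP2 core 10nM, Ub-CHOP2 and substrate 25nM each, 30min compound preincubation then 60min RT; data normalized to NEM, curves fitted.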
# PTAP TSG101 blk: qHTS Assay for Iinhibitors of HIV-1 Budding by Blocking the Interaction of PTAP/TSG101 | Tumor susceptibility gene 101 protein (Homo sapiens), Q99816 | Fluorescence polarization, FITC-PTAP peptide / Tsg101 binding | Potency, µM (highest dose often 115 µM), for the others: top-dose activity change, negative = inhibition, most hits filed as inhibitors | 340,000 tested, under 10 active | AID 493005, 2010; active = well fitted inhibition curve with a large enough effect in the main read-out, with a control signal flat, not every such curve was filed as active; inconclusive = small, poorly fitted or top-dose-only effect, or effect the other way, or a change in a side signal; inactive = no such curve, though single readings can be large or run the other way; also: potency is read from the fitted curve at half-maximal effect; % of control where 0% means no effect
#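 Fluorescence anisotropy tracks displacement of a FITC-tagged PTAP peptide (50 nM) from the Tsg101 binding domain (10 uM), following a 20 min room-temperature incubation at pH 7.5.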
# * = called active by the depositor; ? = inconclusive; / = not tested or not shown; [ ] = remark or other dose. Unless noted, calls follow the shape of the dose curve; as a rule, active = well fitted curve in the direction sought with a large enough effect; inconclusive = small, poorly fitted or top-dose-only effect, or another doubt; inactive = no such curve, though single readings can be large; an effect the other way counts as inactive or inconclusive.
SMILES,TCR activator,uPA generation,Chronic BCR inh,Eya2 phos inh,TSHR antagonist,Mito fusion yeast,Tb PFK block,ELG1 DNA repair,B2AR arrestin,USP2a inh,PTAP TSG101 blk
CC(Oc1ccc(Cl)cc1)C(=O)N(C)CC(=O)Nc1ccc(N2CCOCC2)cc1 (configuration not stated),4%,-4%,0%,3%,-1,-2%,1%,-11%,-0.4%,1%,-2%
CCOc1cccc(N(C(=O)c2ccco2)C(C(=O)NC2CCCC2)c2cccnc2)c1 (configuration not stated),1%,2%,0%,0%,1,3%,-2%,14%,-0.1%,0%,-3%
Cc1cccc(NC(=O)CC2NCCNC2=O)c1 (configuration not stated),-16%,-7%,4%,28%,12,7%,2%,?,-1.4%,4%,-5%
CCC(=O)Nc1ccc(N2CCCCC2)c(C(=O)Nc2ccccc2C)c1,/,?,?,-34%,-8,12%,-2%,?,0.1%,0%,/
COc1ccccc1CN(C)C(=O)c1cc(-c2cc(OC)c(OC)c(OC)c2)nc2ccccc12,4%,1%,?,2%,-13,?,0%,5.8µM*,0.0%,-6%,0%
O=C(CSc1n[nH]c(=O)n1Cc1ccco1)c1ccc(F)cc1,3%,4%,10%,5%,-4,-1%,0%,?,0.1%,1%,-3%
COc1ccc(OCc2cc(C(=O)NC3CCc4ccccc43)no2)c(Cl)c1 (configuration not stated),1%,4%,?,-8%,-9,0%,0%,-10%,0.0%,5%,0%
Cc1nc(SCC(=O)Nc2ccccc2Cl)c2c(C)c(C)sc2n1,0%,18%,-4%,8%,-18,2%,8%,?,0.3%,0%,-4%
O=C(CCCc1nc2ccccc2s1)N1CCN(c2ccccc2F)CC1,2%[46.1 µM],10%,-8%,4%,2,1%,0%,-3%,0.5%,7%,-4%
Fc1ccc(CN2CCCCCCC2)cc1,-7%,-2%,?,8%,5,1%,0%,-7%,-0.2%,-1%,-4%
O=C(c1cccc(S(=O)(=O)N2CCCCC2)c1)N1CCN(S(=O)(=O)c2ccc(F)cc2)CC1,3%,-5%,9%,5%,-5,-1%,7%,-20%,-0.7%,7%,0%
COCC(C)NC(=S)NCCc1ccc(Cl)cc1Cl (configuration not stated),-3%,2%,6%,10%,0,0%,-6%,-4%,2.6%,15%,-4%
CCC(=O)NC(c1cc(Cl)c2ccccc2c1O)C1CC1 (configuration not stated),-5%,10%,-13%,-2%,4,21%,4%,9%,0.2%,-2%,/
CCOC(=O)/C(=N\Nc1ccc(Cl)cc1)c1csc(Nc2ccccc2)n1,-4%,5%,?,0%,25,-2%,-3%,0%,-0.1%,-10%,-1%
COc1ccc([C@H]2[C@@H]3C=CCC[C@@]3(C)C(=O)N2Cc2ccccc2)cc1Cl,10%,-18%,?,-1%,-1,?,3%,4%,-0.4%,3%,-1%
CC(NC(=O)COC(=O)COc1ccc(Cl)cc1)c1ccccc1 (configuration not stated),-1%[46.1 µM],5%,7%,1%,-4,/,4%,7%,-0.3%,3%,4%
CCOC(=O)CSc1nc2ccc(Nc3nc(N4CCOCC4)nc(N4CCOCC4)n3)cc2s1,3%[46.1 µM],/,-3%,-3%,-40,-1%,2%,?,3.7%,3%,-9%
COc1cc(Cl)c(NS(=O)(=O)c2c(C(=O)N3CCCC3)c(C)n(C)c2C)c(OC)c1,0%,1%,0%,12%,1,-7%,-4%,3%,-0.8%,0%,-4%
CC(C)C(OC(=O)c1cccs1)C(=O)NC1CCCCC1 (configuration not stated),-1%[46.1 µM],-3%,-8%,-4%,-13,2%,4%,12%,-0.8%,-1%,-4%
CC(C)N1CCN(Cc2cc(F)ccc2-n2cccn2)CC1CCO (configuration not stated),3%,0%,-7%,6%,7,1%,-1%,4%,-0.8%,0%,-2%
O=C(c1cc(-c2ccccc2)on1)N1CCCc2ccccc21,-3%,6%,?,-5%,-3,10%,-9%,?,0.2%,-4%,-2%
CC(C)c1ccc2[nH]c(O)c(N=NC(=O)c3ccc(CSc4nncn4C)cc3)c2c1,2%[46.1 µM],-1%,-5%,2%,0,-3%,-2%,?,2.5%,1%,-1%
O=C(CCn1c(=O)sc2ccccc21)NCc1ccc2c(c1)OCO2,1%,-12%,-19%,4%,14,0%,-1%,?,0.2%,3%,-3%
CC(=O)N1c2ccc(S(=O)(=O)N3CCC(C(=O)Nc4ncccc4C)CC3)cc2CC1C (configuration not stated),-1%,3%,5%,0%,24,-1%,0%,8%,0.5%,4%,-1%
CCOCCCNC(=O)C(NC(=O)c1ccc(NC(C)=O)cc1)c1ccccc1 (configuration not stated),-7%[46.1 µM],3%,0%,-12%,-6,-1%,1%,10%,-0.9%,5%,0%
CCNC(=S)NNC(=O)c1csc(C(C)C)c1,-11%[46.1 µM],-1%,-27%,4%,33,-2%,-10%,?,-0.3%,-1%,0%
Cc1ccc(-n2c(SCC(=O)NCCN3C(=O)CSC3=O)nnc2-c2ccccc2F)cc1,1%[46.1 µM],-3%,5%,5%,-1,-4%,12%,1%,-0.5%,3%,-9%
COCCN1C(=O)c2ccc(C(=O)Nc3nccs3)cc2C1=O,-3%,-3%,?,6%,-2,3%,-4%,-2%,-0.2%,0%,-4%
O=C(Nc1cnc2ccccc2c1)C1COc2ccccc2O1 (configuration not stated),0%,-1%,0%,12%,-14,5%,-7%,?,0.1%,2%,0%
NC(=O)C(CC(=O)O)NC(=O)[C@@H]1CCCCNc2c(I)cc([N+](=O)[O-])cc2C(=O)N[C@@H](CO)C(=O)NCC(=O)N1 (some centres not stated),/,/,-1%,1%,6,5%,0%,19%,-0.5%,2%,/
O=C(NC(=S)Nc1ccc(CN2CCOCC2)cc1)c1cc2ccccc2o1,-2%,-18%,2%,-6%,-8,-4%,7%,?,-0.2%,-2%,-1%
COC(=O)c1c(NC(=O)CN2C(=O)C(=O)N(CC(C)C)C2=O)sc(C)c1C,4%,2%,-3%,-6%,7,-2%,-3%,-15%,-1.0%,0%,/
Cn1c(Cn2c(=O)sc3ccccc32)nnc1SCc1ccccc1,-7%[46.1 µM],-21%,6%,-9%,-4,-2%,-2%,0%,-0.5%,0%,-1%
Cc1cc(C)c2nc(SCCC#N)nc(C)c2c1,-2%,-3%,?,9%,-4,1%,-5%,19%,0.3%,1%,0%
Cc1cc(C)cc(OCC(=O)Nc2cc(C)on2)c1,14%,-3%,?,1%,-3,-3%,-3%,18%,-0.8%,0%,-6%
CCOc1ccccc1N(C(=O)c1snc(C(N)=O)c1N)C(C(=O)NC1CCCC1)c1ccco1 (configuration not stated),-2%,5%,0%,28%,?,1%,0%,-1%,-0.4%,1%,3%
O=C1OC(c2ccc(Br)cc2)=N/C1=C\N1CCCCC1,/,0%,2%,-21%,-13,-5%,8%,?,-1.8%,0%,-7%
COc1ccccc1NC(=O)N1CCN(c2cc(-c3ccccc3)nc3ncnn23)CC1,/,/,1%,6%,-11,0%,5%,13µM*,5.0%,-1%,2%
Cc1ccc(-c2cc(C(F)F)n3ncc(C(=O)N4CCCCC4c4cccnc4)c3n2)cc1 (configuration not stated),-6%,0%,-3%,-1%,-25,13%,6%,18µM*,-0.9%,-1%,-11%
O=C(CC1Nc2ccccc2NC1=O)NCC1COc2ccccc2O1 (configuration not stated),-2%,-8%,5%,10%,-8,2%,-3%,-10%,0.0%,-2%,-6%
Nc1ccc(-c2c3ccc(=O)cc-3oc3cc(O)ccc23)c(C(=O)O)c1,4%,6%,1%,?,10,2%,?,18%,0.0%,?,?
